Bioassay records from PubChem BioAssay.
ZTA DNA inh: counter-screen for EBNA-1 inhibitors: inhibitors of Epstein-Barr virus ZTA; P03206; ZTA-DNA binding, fluorescence polarization; inhibition, % at 11 µM; 0.15% of 320,000 active; AID 2234; in the data active = inhibition above about 33%
Target sequence (P03206 whole entry, looked up): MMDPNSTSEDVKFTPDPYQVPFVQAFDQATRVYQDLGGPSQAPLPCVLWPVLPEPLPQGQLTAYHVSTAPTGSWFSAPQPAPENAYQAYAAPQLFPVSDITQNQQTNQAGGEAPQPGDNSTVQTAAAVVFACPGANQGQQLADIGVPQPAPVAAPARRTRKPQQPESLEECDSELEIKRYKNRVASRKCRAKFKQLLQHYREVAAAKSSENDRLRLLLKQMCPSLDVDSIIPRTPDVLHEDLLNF
EBNA-1 inh: blocks EBNA-1 binding to DNA | AID 1950 | EBNA-1 DNA binding, fluorescence polarization | 0.34% of 300,000 active | inhibition, % at 14.8 µM; in the data active = inhibition above about 28%
LYPLA2 counter: LYPLA2 (human) inhibition in PME1 counter-screen. recombinant LYPLA2, FP-Rh probe fluorescence polarization. inhibition, % at 5.9 µM. 0.38% of 320,000 active. O95372. AID 2177;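 active = inhibition above the screen-wide mean plus 3 SD, limit set per campaign, cut at about 26% in these data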;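 also: 0% = LYPLA2 with DMSO and 100% = wells lacking LYPLA2 enzyme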
Target sequence (O95372 whole entry, looked up): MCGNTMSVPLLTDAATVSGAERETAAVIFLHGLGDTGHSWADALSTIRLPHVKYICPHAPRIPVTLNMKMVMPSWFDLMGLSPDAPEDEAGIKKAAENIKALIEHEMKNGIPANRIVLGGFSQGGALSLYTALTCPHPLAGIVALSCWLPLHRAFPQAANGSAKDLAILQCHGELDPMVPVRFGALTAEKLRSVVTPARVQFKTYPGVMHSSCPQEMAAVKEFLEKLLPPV
PREPL inh: human PREPL enzyme inhibition | inhibition, % at 5.96 µM | AID 2751 | Q4J6C6 | 0.68% of 320,000 active | recombinant PREPL, fluorescence polarization activity-based probe; in the data active = inhibition above about 43%;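 also: 0% = enzyme with DMSO and 100% = wells lacking enzyme; many of its hits are not listed in these tables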
PAD4 FP inh: inhibitors of human PAD4. Q9UM07. recombinant PAD4, RCA probe fluorescence polarization. inhibition, % at 6.36 µM. 0.41% of 330,000 active. AID 485272;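 active = percent inhibition above a cutoff equal to the mean of all tested compounds plus 3 SD, cut at about 15% in these data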;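 also: 0% = PAD4 with RCA probe and DMSO and 100% = probe without PAD4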
LYPLA1 counter: blocks human lysophospholipase 1, a PME1 counter-screen. O75608. recombinant LYPLA1, FP-Rh probe fluorescence polarization. inhibition, % at 5.9 µM. 0.16% of 320,000 active. AID 2174;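 active = inhibition above the mean of all tested compounds plus 3 SD, set per campaign, cut at about 14% in these data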;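 also: inhibitors block serine hydrolase probe labeling of LYPLA1 so polarization falls; 0% = enzyme with DMSO and 100% = wells lacking LYPLA1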
Target sequence (O75608 whole entry, looked up): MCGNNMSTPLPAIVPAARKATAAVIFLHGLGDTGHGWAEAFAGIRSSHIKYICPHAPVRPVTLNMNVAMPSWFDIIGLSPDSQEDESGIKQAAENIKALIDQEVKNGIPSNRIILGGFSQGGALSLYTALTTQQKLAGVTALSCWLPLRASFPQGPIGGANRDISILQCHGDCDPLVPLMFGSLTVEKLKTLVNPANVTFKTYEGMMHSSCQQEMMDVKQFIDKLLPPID
PAFAH1B3 FP inh: inhibitors of human PAFAH1B3; Q15102; recombinant PAFAH1B3, FP-rhodamine probe, fluorescence polarization; inhibition, % at 3.39 µM; 0.28% of 340,000 active; AID 492972;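 active = inhibition above the screen-wide average of all tested compounds plus 3 SD, cut at about 25% in these data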;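 also: 0% = enzyme with DMSO only and 100% = wells lacking PAFAH1B3 protein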
PAFAH2 inh: inhibitors of human PAFAH2; recombinant PAFAH2, FP-rhodamine activity probe, fluorescence polarization; inhibition, % at 3.39 µM; Q99487; AID 492956; 0.99% of 340,000 active;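 active = inhibition above the mean over all tested compounds plus 3 SD, cut at about 30% in these data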;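 also: inhibitors block probe labeling of enzyme so polarization drops; 0% = enzyme with DMSO and 100% = wells lacking PAFAH2 protein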
GSTO1 inh: blocks human GSTO1 in RBBP9 counter-screen; P78417; recombinant GSTO1, activity-based probe fluorescence polarization; inhibition, % at 5.96 µM; 1.1% of 300,000 active; AID 1974;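 active = inhibition above the campaign mean inhibition plus 3 SD, cut at about 35% in these data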;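 also: 0% = GSTO1-1 with DMSO and 100% = wells lacking GSTO1-1 enzyme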
Target sequence (P78417 whole entry, looked up): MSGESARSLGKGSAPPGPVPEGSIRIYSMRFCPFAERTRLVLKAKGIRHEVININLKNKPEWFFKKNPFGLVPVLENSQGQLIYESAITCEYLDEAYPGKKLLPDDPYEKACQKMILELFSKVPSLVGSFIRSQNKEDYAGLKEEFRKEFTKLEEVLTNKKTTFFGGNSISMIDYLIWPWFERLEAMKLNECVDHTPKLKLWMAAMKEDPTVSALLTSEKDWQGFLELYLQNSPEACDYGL
The depositor's hits bear a star; nt = not tested or not shown. Only part of the results is shown; rates above refer to the full screens.

Results follow in this order: ZTA DNA inh	PAD4 FP inh	GSTO1 inh	LYPLA1 counter	PAFAH1B3 FP inh	LYPLA2 counter	PAFAH2 inh	EBNA-1 inh	PREPL inh
#1 COc1cc2c(cc1OC)CN(C(=S)Nc1ccc(OC(F)F)cc1)CC2
    -9.6	-2.8	-2.1	-0.5	-2.8	1.8	4.0	-0.4	5.0
#2 CCC1S/C(=N/N=C/c2ccco2)N(Cc2ccccc2)C1=O (stereo unspecified)
    -8.7	0.6	5.7	-1.3	nt	-1.8	nt	-0.8	2.2
#3 O=C(NC1CCCCC1)c1cccc(COCC(F)(F)F)c1
    -11.2	0.3	0.4	0.7	9.5	4.9	6.8	-1.8	8.0
#4 Cc1cccc(N(C)c2cc(C)nc3ncnn23)c1
    14.4	-3.0	5.7	2.1	4.5	-4.0	1.0	-1.5	-2.5
#5 Cc1ccc(S(=O)(=O)Nc2ccccc2C(=O)OC(C)C(=O)Nc2ccc3ccccc3c2)cc1[N+](=O)[O-] (stereo unspecified)
    1.9	-5.4	-4.7	-14.8	-13.4	-25.4	13.1	-7.9	1.5
#6 CS(=O)(=O)NNC(=O)CN1C(=O)C2C3C=CC(C3)C2C1=O (stereo unspecified)
    3.2	-2.5	3.8	1.3	4.9	-1.9	-5.0	-12.7	2.8
#7 CN(CCOc1ccc(Cl)cc1)C(=O)c1ccccc1SCC(=O)N1CCCC1
    -3.2	-3.3	nt	0.0	6.3	-1.2	-5.4	nt	29.6
#8 Cc1nc(NC(=O)c2ccccc2)sc1C
    -1.7	-2.6	-1.1	1.0	4.2	6.3	-2.8	-11.4	-9.4
#9 CC(C)CN(C(=O)c1ccc(S(=O)(=O)N2CCCC2)cc1)C1CCS(=O)(=O)C1 (stereo unspecified)
    -0.8	-1.1	6.0	1.8	1.8	2.2	-3.9	-0.8	-2.9
#10 COC(=O)c1ccc(C(=O)OC)c(NC(=S)N2CCCCC2)c1
    1.2	0.4	2.4	1.5	11.9	5.3	2.9	4.5	11.0

Screen by screen, quoted from above:
PAD4 FP inh, nos. 2–9, in order: 0.6, 0.3, -3.0, -5.4, -2.5, -3.3, -2.6, -1.1
LYPLA1 counter, nos. 2–9, in order: -1.3, 0.7, 2.1, -14.8, 1.3, 0.0, 1.0, 1.8
PREPL inh, nos. 2–9, in order: 2.2, 8.0, -2.5, 1.5, 2.8, 29.6, -9.4, -2.9

The listing continues:
Results follow in this order: ZTA DNA inh	PAD4 FP inh	GSTO1 inh	LYPLA1 counter	PAFAH1B3 FP inh	LYPLA2 counter	PAFAH2 inh	EBNA-1 inh	PREPL inh
#11 Cc1ccc2oc(Nc3nc(C)cc(C)n3)nc2c1
    6.6	-5.8	-3.0	-1.4	3.5	1.1	0.7	1.6	-3.7
#12 COc1ccccc1N1CCN(C(=O)c2cc(-c3cccc(Cl)c3)on2)CC1
    -11.2	-4.4	-0.6	-0.9	6.5	6.3	4.8	2.4	5.6
#13 C#CCOCCOCCOCCNc1nc(N2CCN(C(=O)CCCCCCCCCCNC(=O)[C@H]([C@@H](C)CC)n3cc(CCCCN=C(N)N)nn3)CC2)nc(N2CCN(C(=O)CCCCCCCCCCNC(=O)[C@H](CO)n3cc(CCCSC)nn3)CC2)n1
    134.3*	-15.4	0.8	-33.6	-32.8	-54.5	-34.1	4.1	29.9
#14 COc1cc(NC(=S)NCCCN2CCOCC2)c(OC)cc1NC(=O)c1ccco1
    9.0	-2.8	3.2	2.3	-0.9	0.1	13.3	4.6	4.3
#15 Cc1cc(C)c(S(=O)(=O)N2CCN(C(=O)c3cccs3)CC2)c(C)c1
    11.1	-0.6	2.6	1.8	0.8	-0.3	13.7	8.9	-7.4
#16 CN(C)c1nc(OCCNC(=O)Nc2ccc(Cl)cc2)nc(N(C)C)n1
    -10.0	0.6	3.6	-0.5	6.7	-2.1	-1.9	-4.5	-9.4
#17 O=C(CN1C(=O)NC2(CCCC2)C1=O)OCc1ccc(Cl)c(Cl)c1
    5.3	1.9	-1.0	-0.3	-0.1	3.3	-7.9	5.8	18.9
#18 Cc1cccc(/C(N)=N/OC(=O)Cc2cccc3ccccc23)c1
    -13.4	0.1	-3.9	-3.2	-0.4	-2.8	1.0	3.0	-7.1
#19 Cc1cc(=O)n2nc(N3CCCC(C(=O)Nc4ccc(C)c(C)c4)C3)sc2n1 (stereo unspecified)
    12.3	1.9	3.4	-2.5	-7.0	-2.4	20.2	-0.1	1.6
#20 COc1ccccc1/C=N/NC(=O)c1cc2c(ccc3ccccc32)o1
    -1.0	1.6	-4.3	-12.3	0.4	-9.3	-12.7	-6.8	-7.0

Other records follow.
Results follow in this order: ZTA DNA inh	PAD4 FP inh	GSTO1 inh	LYPLA1 counter	PAFAH1B3 FP inh	LYPLA2 counter	PAFAH2 inh	EBNA-1 inh	PREPL inh
#21 Cc1occc1C(=O)N/N=C/c1ccc2c(c1)OCO2
    -7.2	-1.8	7.7	-2.1	8.9	0.8	4.3	-0.8	1.4
#22 O=C(CSc1n[nH]c(=O)n1C1CC1)Nc1cc(Cl)ccc1Oc1ccccc1
    12.6	0.4	7.4	-1.7	1.0	-4.8	9.4	-2.3	-13.5
#23 CC(OC(=O)c1ccc([N+](=O)[O-])cc1)C(=O)NCC1CCCCC1 (stereo unspecified)
    nt	2.4	nt	nt	13.0	nt	4.0	nt	-118.1
#24 CCCCOc1ccc(/C(O)=C2/C(=O)C(=O)N(CCN(C)C)C2c2ccc(O)c(OC)c2)cc1 (stereo unspecified)
    -7.8	-0.4	2.7	1.9	1.1	4.0	-1.4	-4.0	6.7
#25 CC(C)c1ccc(NC(=O)COC(=O)[C@H](CCC(N)=O)NC(=O)c2ccc(F)cc2)cc1
    -16.4	-5.0	-2.6	-2.2	-3.7	-3.1	5.9	-12.2	-3.8
#26 Cc1ccc(-c2csc(NC(=O)C3=NN(C4CCS(=O)(=O)C4)C(=O)CC3)n2)cc1 (stereo unspecified)
    23.3	-5.7	7.2	-1.0	2.4	1.4	-0.7	13.3	-14.6
#27 COc1ccc(OC)c(CNc2ccc([N+](=O)[O-])cc2C)c1
    6.6	2.0	0.4	-3.4	6.1	0.0	4.6	9.6	5.7
#28 Cn1c(CN2CCOCC2)nnc1SCC(=O)NC1CCCCC1
    0.2	-0.4	0.0	3.2	5.7	-3.1	-4.0	-2.5	6.3
#29 COc1ccccc1N1CCN(C(=O)c2ccc(NC3=NC4CS(=O)(=O)CC4S3)cc2)CC1 (stereo unspecified)
    3.6	-1.0	3.6	-0.3	-8.3	-1.1	0.8	9.8	8.5
#30 O=C(NC1=NCCS1)c1ccc(Cl)c(S(=O)(=O)N2CCc3ccccc32)c1
    7.6	-3.6	-18.8	-8.2	4.1	-13.1	-8.6	-7.4	-15.5

Next compounds:
Results follow in this order: ZTA DNA inh	PAD4 FP inh	GSTO1 inh	LYPLA1 counter	PAFAH1B3 FP inh	LYPLA2 counter	PAFAH2 inh	EBNA-1 inh	PREPL inh
#31 O=C(NC1CCCc2ccccc21)C1CCCN(S(=O)(=O)c2cnc[nH]2)C1 (stereo unspecified)
    -0.5	2.2	0.4	-1.5	1.5	-7.1	-4.1	11.9	-5.1
#32 Cc1cccc(C)c1N(CC(=O)NC1CCCCC1)C(=O)c1csnn1
    2.0	-7.7	-6.4	1.0	3.5	-2.1	-4.0	-13.8	6.8
#33 COc1cc(OC)cc(C(=O)N=c2sc3ccccc3n2C)c1
    -13.4	0.5	5.1	-1.9	5.5	5.3	-5.7	-2.1	13.6
#34 C[C@H]1CN=C(N(C)C)N1CCc1cccc(F)c1
    -4.9	2.2	2.0	1.1	-10.1	6.1	1.2	1.7	11.3
#35 CN(C)S(=O)(=O)c1ccc(C(=O)Nc2nnc(-c3ccco3)o2)cc1
    -0.7	-3.5	-5.3	0.9	-4.4	-1.9	-2.8	6.2	-0.7
#36 O=C(NCc1ccco1)/C(=C\c1cccs1)NC(=O)c1ccco1
    -5.0	5.5	6.2	0.9	-1.8	8.4	-4.2	1.6	-11.2
#37 Cc1ccc(C(=O)N2CCc3ccccc32)cc1[N+](=O)[O-]
    4.3	-1.6	-0.3	-1.2	0.9	-5.5	6.1	-4.8	2.6
#38 O=C1NC2(NN1c1ccccc1)C1CC3CC(C1)CC2C3 (stereo unspecified)
    -11.4	-4.7	0.7	5.0	1.3	7.2	-1.0	-1.9	5.2
#39 COc1ccc(NC(=O)c2sc3nc(C)cc(C)c3c2N)cc1
    -15.5	2.2	12.3	3.8	10.1	2.5	0.6	-9.2	-1.0
#40 Cc1cc(C)cc(N=C2SC(CC(=O)Nc3ccccc3)C(=O)N2CCN2CCOCC2)c1 (stereo unspecified)
    -0.5	4.1	8.2	-2.9	4.9	3.4	7.1	3.9	-2.0

Continuation.
Results follow in this order: ZTA DNA inh	PAD4 FP inh	GSTO1 inh	LYPLA1 counter	PAFAH1B3 FP inh	LYPLA2 counter	PAFAH2 inh	EBNA-1 inh	PREPL inh
#41 C[C@@]12C(=O)N(c3cccc(Br)c3)C(=O)N1[C@H](c1ccc(Cl)cc1)[C@@H]1C(=O)N(C3CCCCC3)C(=O)[C@@H]12
    -9.4	-4.8	-4.3	-8.1	3.5	-12.8	-12.1	-7.3	-1.1
#42 C[C@H](NC(=O)c1nc[nH]c1C(=O)NCc1ccccc1)c1ccccc1
    -10.8	1.6	nt	0.3	1.6	3.2	-9.4	nt	-4.1
#43 O=C(C1CCCN(S(=O)(=O)c2cnc[nH]2)C1)N1CCN(c2ccc(Cl)cc2)CC1 (stereo unspecified)
    -4.0	-0.1	4.3	-1.8	6.6	-0.9	9.9	3.8	19.5
#44 Oc1cccc(N2Cc3ccccc3C2)c1
    0.5	-3.1	-4.1	-7.6	2.5	-6.3	-4.7	-4.5	10.1
#45 CN(C(=O)Cn1c(=O)oc2cc(S(=O)(=O)N3CCCC3)ccc21)C1CCCCC1
    -20.5	-4.7	-0.4	0.4	1.6	7.2	6.7	0.5	13.6
#46 COc1ccc(CCn2c(NCc3ccco3)nc3c2c(=O)[nH]c(=O)n3C)cc1
    -2.4	0.7	3.4	-0.2	10.0	1.1	-6.6	-2.3	-0.2
#47 N#C/C(=C\Nc1ccccc1SC(F)(F)F)c1nc(-c2ccc(Cl)cc2)cs1
    9.9	-7.1	-2.0	-3.0	4.2	1.2	-8.2	-4.5	-3.2
#48 Cc1ccc(S(=O)(=O)NCc2ccc3c(c2)OCO3)cc1C
    9.5	3.1	-0.5	-0.9	11.1	0.7	2.5	1.5	6.5
#49 CCCn1c(=O)n(C)c(=O)c2c(SCC(=O)NCc3ccco3)nc(C3CC3)nc21
    1.5	-1.1	4.3	-2.0	5.2	-6.9	-5.0	5.5	-2.8
#50 COC(=O)c1cccc(NC(=O)COC(=O)CSc2nc(C)cc(C)n2)c1
    14.9	1.6	1.5	-0.9	9.5	-2.9	-1.4	8.8	10.1
#51 O=C(COc1ccc(Br)cc1)Nc1ccc(Cc2ccncc2)cc1
    13.1	0.8	-6.3	23.1*	7.9	29.6*	0.2	2.7	-37.3
#52 O=C(Nc1cccc2oc(=O)ccc12)c1ccc([N+](=O)[O-])cc1[N+](=O)[O-]
    -7.2	-4.6	1.2	2.8	-5.2	12.3	4.3	4.6	9.9
#53 CCc1ccccc1NS(=O)(=O)c1c(C(=O)N2CCCCCC2)c(C)n(C)c1C
    6.2	0.8	-5.8	-0.6	3.3	1.0	8.7	-10.0	10.4
